# Source: PubChem
# AmpC detergent = blocks E. coli AmpC beta-lactamase in detergent assay. Potency, µM (top dose mostly 114 µM), inactives show at the top dose activity change, negative = inhibition, usual class: inhibitors. hit rate 0.041% among 370,000. P00811. AmpC hydrolysis of nitrocefin, absorbance 480 nm, 0.01% Triton;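 further: potency means the concentration at half of the fitted maximal effect; 0% = no-compound wells and -100% = no-enzyme wells; nearly all actives have a fitted effect of over 25% in size; some results filed as inactive show a strong effect at the top dose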
# Target sequence (P00811 whole entry, looked up): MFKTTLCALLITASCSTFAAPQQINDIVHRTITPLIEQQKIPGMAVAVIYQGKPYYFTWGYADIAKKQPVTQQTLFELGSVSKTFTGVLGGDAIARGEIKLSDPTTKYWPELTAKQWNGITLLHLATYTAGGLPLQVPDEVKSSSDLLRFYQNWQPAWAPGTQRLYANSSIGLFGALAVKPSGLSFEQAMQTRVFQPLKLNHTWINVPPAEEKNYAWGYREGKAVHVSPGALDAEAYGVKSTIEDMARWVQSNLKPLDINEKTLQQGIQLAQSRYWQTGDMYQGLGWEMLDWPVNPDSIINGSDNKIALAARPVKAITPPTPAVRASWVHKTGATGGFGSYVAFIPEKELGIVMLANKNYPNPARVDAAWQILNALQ
#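 20 mM phosphate pH 7.0 + 0.01% (detergent screen) or 0.0001% Triton X-100; 5.3 nM AmpC reagent; cpd preinc 15 min RT; nitrocefin (800 uM stock) to start; A480 q20 s × 4 min; Activity was normalised to no-enzyme and no-compound control wells.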
# Giardia FBPA inh = blocks Giardia fructose-bisphosphate aldolase activity; hit rate 0.71% among 290,000; AID 2451; A8B2U2; Potency, µM (titrated, usually from 59.6 µM), for inactives: top-dose activity, negative = inhibition, most hits filed as inhibitors; purified Giardia FBPA; further: potency means the concentration at half of the fitted maximal effect; nearly all actives have a fitted effect of over 55% in size
# Target sequence (A8B2U2 whole entry, looked up): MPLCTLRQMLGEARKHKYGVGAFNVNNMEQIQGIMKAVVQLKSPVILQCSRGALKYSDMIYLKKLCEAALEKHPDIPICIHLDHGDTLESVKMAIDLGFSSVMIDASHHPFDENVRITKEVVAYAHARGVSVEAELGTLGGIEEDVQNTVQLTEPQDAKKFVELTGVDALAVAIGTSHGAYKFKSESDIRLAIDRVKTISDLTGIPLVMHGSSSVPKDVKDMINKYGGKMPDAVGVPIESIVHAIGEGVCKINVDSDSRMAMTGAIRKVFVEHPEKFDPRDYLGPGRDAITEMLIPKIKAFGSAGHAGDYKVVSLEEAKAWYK
#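 Giardia FBPA (40 nM reagent) was preincubated 10 min at RT with compound (up to 57.5 uM final), then substrate plus GAPDH/TPI/NAD/arsenate coupling system with diaphorase/resazurin was added; resorufin fluorescence (525/598 nm) was read after 20 min.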
# HCMV antiviral = blocks human cytomegalovirus replication; hit rate 4.5% among 410,000; activity change, negative = inhibition, % at 57.5 µM; HFF cells, HCMV-luciferase reporter, 72 h; stronger effect = lower value; AID 1259415; in the data active means activity change below about -60%; inconclusive means no clear call, values can overlap the other calls; inactive means above about -39%
#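 HFF cells seeded 16 h at 37C, treated with compounds, infected with luciferase-reporter HCMV at MOI 1 PFU/cell; luciferase read at 72 h post infection, normalized to buffer-only and Salinomycin controls.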
# Sm TGR inh = inhibitors of Schistosoma mansoni thioredoxin glutathione reductase. hit rate 3% among 360,000. purified TGR, DTNB reduction, TNB absorbance 405 nm. Potency, µM (highest dose often 114 µM), for the others: at the top dose activity change, negative = inhibition, actives largely listed as inhibitors. AID 485364; further: potency means the concentration at half of the fitted maximal effect; nearly all actives have a fitted effect of over 60% in size
#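 Kinetic colorimetric format: TGR-catalysed, NADPH-driven DTNB reduction monitored via TNB absorbance. Enzyme dispensed at 20 nM; compound exposure 15 min at room temperature before reaction start.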
# AMA1-RON2 inh = inhibitors of Plasmodium falciparum AMA1-RON2 interaction | AlphaScreen AMA1-biotinylated RON2 peptide binding | Potency, µM (titrated, usually from 58.2 µM), inactives show at the top dose activity change, negative = inhibition, most hits filed as inhibitors | hit rate 0.2% among 360,000 | AID 720542;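 further: potency means the concentration at half of the fitted maximal effect; 0% = vehicle wells and -100% = peptide control; nearly all actives have a fitted effect of over 45% in size; some results filed as inactive show a strong effect at the top dose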
#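 AMA1 (3D7) with his tag at 25 nM final met compounds first, then biotinylated RON2 peptide at 25 nM; detection used donor plus acceptor beads, 10 µg/mL apiece, read by AlphaScreen after 30 min at room temperature.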
# AmpC no deterg = inhibitors of E. coli AmpC beta-lactamase without detergent; P00811; AmpC nitrocefin hydrolysis, absorbance 480 nm, 0.0001% Triton; Potency, µM (titrated, usually from 57.1 µM), inactives show at the highest dose activity change, negative = inhibition, hits mostly inhibitors; AID 485341; hit rate 0.52% among 330,000;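 further: potency means the concentration at half of the fitted maximal effect; plate controls were no compound for no effect and no enzyme for full effect; nearly all actives have a fitted effect of over 20% in size; some results filed as inactive show a strong effect at the top dose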
#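 20 mM phosphate pH 7.0 + 0.01% (detergent screen) or 0.0001% Triton X-100; 5.3 nM AmpC reagent; cpd preinc 15 min RT; nitrocefin (800 uM stock) to start; A480 q20 s × 4 min; Activity was normalised to no-enzyme and no-compound control wells.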
# * = called active by the depositor; ? = inconclusive; / = not tested or not shown; [ ] = another dose, or the depositor's remark. Unless noted, the call rests on the fitted dose curve; in most records, active means well fitted curve in the direction sought with a large enough effect; inconclusive means small, poorly fitted or top-dose-only effect, or another doubt; inactive means no such curve, though single readings can be large; an effect the other way counts as inactive or inconclusive. Unless noted, on the % scale 0 is the no-effect control and ±100 the full control effect. Compounds were not picked by outcome (roughly 7.8% active in at least one column).
SMILES,AmpC detergent,Giardia FBPA inh,HCMV antiviral,Sm TGR inh,AMA1-RON2 inh,AmpC no deterg
CCCCCc1cc(=O)oc2c(C(CCN3CCN(c4ccccc4)CC3)c3ccc4c(c3)OCO4)c(OC)cc(OC)c12 (centres undefined),-3%,1%,17,6%,-27%,31%
CCN(Cc1cc2ccc(C)cc2[nH]c1=O)C(=O)c1ccncc1,3%,-1%,-27,6%,/,3%
COc1ccc(C(=O)Nc2ccc3c(c2)OCCO3)cc1,-4%,-22%,61,-2%,0%,-23%
COc1ccc(C(C)=O)cc1CS(=O)(=O)CC(=O)NCCc1c[nH]c2ccccc12,-24%,/,0,-17%,16%,-36%
O=C(NCc1nc2ccccc2[nH]1)c1ccc(S(=O)(=O)N2CCOCC2)cc1,?,-2%,22,7%,40%[activator],6%
COc1ccc(C)cc1NC(=O)CNC(=O)c1sc2ccccc2c1Cl,-6%,/,-4,-14%,7%,-21%
O=C(ONC1=NCCCCC1)c1c(F)cccc1F,-5%,8%,-1,5%,-6%,-10%
CC1=C(C(=O)OC2CCCCC2)C(c2ccc(N(C)C)cc2)NC(=O)N1 (centres undefined),-2%,1%,-36,-2%,-9%,-14%
CC1(C)CC(=O)C(C2=NC3(CCCCCC3)Cc3ccccc32)=C(O)C1,-9%,0%,-4,-10%,-4%,32%
O=C(Nc1cccc(-c2cn3c(n2)SCC3)c1)c1ccc(Br)o1,-4%,-3%,?,5%,-6%,-37%

# Given as tab-separated lines: entries from further up
Molecule	AmpC detergent	Giardia FBPA inh	HCMV antiviral	Sm TGR inh	AMA1-RON2 inh	AmpC no deterg
COc1ccc(C(C)=O)cc1CS(=O)(=O)CC(=O)NCCc1c[nH]c2ccccc12	-24%	/	0	-17%	16%	-36%
CCN(Cc1cc2ccc(C)cc2[nH]c1=O)C(=O)c1ccncc1	3%	-1%	-27	6%	/	3%
CC1(C)CC(=O)C(C2=NC3(CCCCCC3)Cc3ccccc32)=C(O)C1	-9%	0%	-4	-10%	-4%	32%
O=C(Nc1cccc(-c2cn3c(n2)SCC3)c1)c1ccc(Br)o1	-4%	-3%	?	5%	-6%	-37%
CC1=C(C(=O)OC2CCCCC2)C(c2ccc(N(C)C)cc2)NC(=O)N1 (centres undefined)	-2%	1%	-36	-2%	-9%	-14%

# Reprinted at random: 6 compounds from above
SMILES,AmpC detergent,Giardia FBPA inh,HCMV antiviral,Sm TGR inh,AMA1-RON2 inh,AmpC no deterg
O=C(ONC1=NCCCCC1)c1c(F)cccc1F,-5%,8%,-1,5%,-6%,-10%
COc1ccc(C(C)=O)cc1CS(=O)(=O)CC(=O)NCCc1c[nH]c2ccccc12,-24%,/,0,-17%,16%,-36%
COc1ccc(C(=O)Nc2ccc3c(c2)OCCO3)cc1,-4%,-22%,61,-2%,0%,-23%
CCCCCc1cc(=O)oc2c(C(CCN3CCN(c4ccccc4)CC3)c3ccc4c(c3)OCO4)c(OC)cc(OC)c12 (centres undefined),-3%,1%,17,6%,-27%,31%
CC1(C)CC(=O)C(C2=NC3(CCCCCC3)Cc3ccccc32)=C(O)C1,-9%,0%,-4,-10%,-4%,32%
O=C(Nc1cccc(-c2cn3c(n2)SCC3)c1)c1ccc(Br)o1,-4%,-3%,?,5%,-6%,-37%

# The results go on.
SMILES,AmpC detergent,Giardia FBPA inh,HCMV antiviral,Sm TGR inh,AMA1-RON2 inh,AmpC no deterg
O/N=C/c1ccccc1Oc1ccc(Cl)cc1,-6%,-9%,13,12%,12%,-33%
COc1ccc(Nc2nc(-c3cccc([N+](=O)[O-])c3)nc3ccccc23)cc1,-2%,1%,23,9%,69%[activator][11.6 µM],-46%
COCCNC(=O)Cn1c(=O)n(Cc2ccco2)c(=O)c2ccccc21,?,4%,8,-21%,15%,-7%
CCOc1ccc(OCc2ccc(C(=O)N(C)c3ccccc3)o2)cc1,-2%,-2%,41,0%,-5%,1%
COC(=O)CSc1nc2cc3c(cc2cc1C)OCCO3,2%,-6%,-19,-5%,-1%,-6%
C[C@@H]1[C@H]2[C@@H]3CC[C@@H](C3)[C@H]2CN[C@H]1c1cn(Cc2ccccc2)c2ccccc12,/,/,-5,/,-3%,-19%
CCC(C(=O)N1CCN(c2cccc(C)c2C)CC1)n1nc(C)c2sc3ccccc3c2c1=O (centres undefined),-4%,/,-2,-3%,/,/
CSCCNC(C)=O,5%,11%,/,0%,/,-5%
CN1CCN(C(=O)c2cc3cc(F)ccc3[nH]2)CC1,-2%,6%,93,11%,-4%,-11%
Cc1ccc(N2C(=O)CS(=O)(=O)C23C(=O)N(Cc2ccccc2C)c2ccccc23)cc1Cl (centres undefined),-7%,/,-8,3%,/,/
Cc1ccc(Oc2coc3cc(OCC(=O)NC4CCCCC4)ccc3c2=O)cc1,-1%,/,-2,-3%,/,/
CC(C)(C)C1CCc2c(sc(NC(=O)c3ccco3)c2C(=O)Nc2ccccc2Cl)C1 (centres undefined),0%,/,12,-3%,/,/
O=C(N1CCOCC1)C1(S(=O)(=O)c2ccccc2)CC=CC1,-11%,6%,-35,-7%,5%,-12%
CCCCc1nc2ccccc2c(NC(=O)CN2CCCC2)c1CCC,-14%,-21%,41,0%,5%,-4%
O=C(c1ccccc1)N1CCN(c2ncnc3c(-c4ccccc4)nsc23)CC1,4%,0%,-8,-31%,0%,112%[activator]
CC(C)(C)CC(C)(C)c1ccc(OCC(=O)Nc2ccc(S(=O)(=O)Nc3ncccn3)cc2)cc1,-4%,/,4,-9%,/,/
CCCCc1ccc(S(=O)(=O)NCCCN2CCCC2=O)cc1,0%,6%,-17,5%,32%[activator],-16%
CCOc1cccc(C(=O)N(Cc2ccco2)C2CCS(=O)(=O)C2)c1 (centres undefined),0%,4%,5,35µM*,4%,-8%
CCOc1ccc(N2C(=O)CC(SC(=NC)Nc3ccc(F)cc3)C2=O)cc1 (centres undefined),-6%,1%,-4,0%,0%,-1%
Cn1c(Cc2ccccc2)[n+](C)c2ccccc21,2%,2%,-18,-2%,-21%,-17%
N/C(=N\OC(=O)COc1ccc(Cl)cc1)c1cccnc1,-1%,4%,-3,10%,-3%,-19%
O=C(N/N=C1\CCCc2ccccc21)c1ccc([N+](=O)[O-])cc1,-10%,-5%,77,-8%,35%[activator],-40%
OC(Cn1cncn1)c1ccc(Cl)cc1 (centres undefined),?,2%,-35,5%,1%,-10%
CCC(CC)C(=O)Nc1ccccc1NC(C)=O,-2%,3%,64,-22%[11.4 µM],3%,-3%
CCn1c2ccccc2c2cc(NC(=O)COC(=O)c3ccc(O)cc3)ccc21,-4%,/,-12,0%,2%,?
CSc1nc2c(c(=O)n1-c1ccc(F)cc1)SCC2,?,-3%,-32,-10%,5%,-5%
Cc1ccc(-c2csc(NC(=O)c3ccc(C)o3)n2)cc1,?,-5%,-9,2%,-13%,-33%
Cc1ccc(S(=O)(=O)N2CCOCC2)cc1NC(=O)COC(=O)COc1cccc2c1OC(C)(C)C2,?,/,-18,0%,-1%,96%[activator]
COc1cc2ccccc2cc1C(=O)Nc1ccc(NC(=O)c2cccs2)cc1,-14%,2%,?,10%,-13%,-10%
Cc1ccc(Nc2nc(NCCO)nc3c2cnn3C)cc1Cl,2%,-14%,46,18%,-10%,210%[activator]
Cc1ccc(S(=O)(=O)NCC(=O)N2CCN(c3ccccn3)CC2)cc1,2%,-2%,-17,1%,-7%,7%
Cc1ccccc1CSc1nc2c(c(=O)[nH]1)CCC2,-20%,-13%,39,8%,6%,-21%
Cc1ccc(N(CC(=O)NCC2CCCO2)C(=O)CCC(=O)Nc2nccs2)cc1C (centres undefined),-9%,7%,?,-5%,-10%,2%
Cc1ccc2c(C)nc(SC(C(=O)c3ccccc3)c3ccccc3)nc2c1 (centres undefined),-10%,0%,-23,-3%,8%,-17%
CCN(CC)c1ccc(C(=O)Nc2cccc(F)c2)cc1,?,-2%,-24,4%,1%,-48%
C=CCn1c(NCc2ccco2)nc2ccccc21,?,7%,-31,-16%,-8%,-14%
COc1ccc(CNC(=O)C2C3C=CC4(CN(Cc5cccnc5)C(=O)C24)O3)cc1 (centres undefined),?,3%,10,3%,7%,-16%
COc1ccccc1CO/N=C/NC(=O)c1c(OC)ccnc1Oc1ccc(F)cc1,?,-2%,-30,1%,-3%,86%[activator]
O=C(Nc1cnc2ccccc2c1)c1cccc(-n2cnnn2)c1,-2%,1%,109,0%,-7%,2%
O=C(O)/C=C/C(=O)NNC(=O)c1ccccc1Br,-9%,-3%,-2,3.5µM*,45%[activator],-25%
CC1CCCCC1NC(=O)COc1ccccc1C#N (centres undefined),2%,/,6,-14%,13%,-23%
O=C(COc1ccc2c(c1)OCO2)Nc1nccs1,-10%,-1%,8,-8%,?,-18%
COc1ccc(/C=C(/NC(=O)c2ccco2)C(=O)N2CCCC2=O)cc1,-5%,-4%,-34,-5%,9%,-17%
COC(=O)c1nnc(-c2ccccc2)nc1OC,6%,0%,-40,3%,-1%,?
CC(=O)N1CCc2cc(S(=O)(=O)NCCCOC(C)C)ccc21,-16%,6%,?,1%,-14%,-12%
CC(Sc1ccccn1)C(=O)Nc1ccc2c(c1)OCCO2 (centres undefined),-1%,/,-33,-8%,0%[11.6 µM],-21%
Cc1ccc(C(=O)N/C(=C\c2cccs2)C(=O)NCC2CCCO2)cc1C (centres undefined),-1%,5%,-32,1%,22%,-9%
Cc1ccc2c(c1)-c1onc(C(=O)N3CCN(c4cc(C)ccc4C)CC3)c1CO2,5%,/,8,-8%,/,/
CCOC(=O)c1[nH]c2cc(OC)c(OC)cc2c1NC(=O)CN1CCN(C)CC1,?,-4%,/,8%,/,-14%
O=C1CC(c2ccco2)CC(O)=C1C=Nc1ccccc1-c1ccccc1 (centres undefined),-2%,-1%,105,-20%,26%,-20%
# Later entries
SMILES,AmpC detergent,Giardia FBPA inh,HCMV antiviral,Sm TGR inh,AMA1-RON2 inh,AmpC no deterg
CCc1cccc(NC(=O)c2sc3nc4n(c(=O)c3c2C)CCC4)c1,2%,/,-17,1%,9%,98%[activator]
O=C(Cc1noc2ccccc12)Nc1ccccn1,-12%,-2%,17,-12%,-10%,-18%
Cc1ccccc1OCC(=O)OCC(=O)NCc1ccccc1,-5%,/,-17,?,-5%,22%
CC(C)(C)c1ccc(C(=O)NCC(=O)OCC(=O)Nc2nc(-c3ccc(F)cc3)cs2)cc1,-4%,-5%,?,-1%,-21%,-22%
CC(=O)Nc1c([N+](=O)[O-])cc2[nH]c(=O)[nH]c2c1[N+](=O)[O-],-9%,-30%,-12,50µM*,-5%,-24%
Cc1cc2nn(-c3ccc(F)cc3)nc2cc1NC(=O)c1cccc2c(Cl)cccc12,-2%,/,12,11%,/,/
CCOC(=O)c1[nH]c2ccc(OC)cc2c1C,3%,0%,102,14%,-2%,-16%
CCOc1ccc(-c2n[nH]c3c2C(c2cccs2)N(c2ccc(Br)cc2)C3=O)cc1 (centres undefined),-2%,/,-99*,-7%,/,/
